Growth percent in the NCI-60 one-dose screen (48 h, 10 µM unless noted): 100 = growth as untreated, 0 = no growth, -100 = all killed.
NCI-H226: NCI-H226 lung cancer. 79,000 tested, 3.5% active
NCI-H322M: NCI-H322M lung cancer; AID 1794733; 80,000 tested, 2.7% active
NCI-H522: NCI-H522 lung cancer; AID 1794739; 78,000 tested, 8% active
COLO 205: COLO 205 colon cancer; 79,000 tested, 7.3% active
IGROV1: IGROV1 ovarian cancer. 79,000 tested, 4.7% active. AID 1794786
NCI-H23: NCI-H23 lung cancer; 80,000 tested, 4% active; AID 1794731
KM12: KM12 colon cancer cells; 82,000 tested, 5% active; AID 1794800
NCI/ADR-RES: NCI/ADR-RES ovarian cells. 81,000 tested, 4.4% active. AID 1794790
NCI-H460: NCI-H460 lung cancer | 82,000 tested, 6.8% active
The depositor's hits bear a star; / = no result given; [ ] = another dose, or the depositor's remark. How the source made its calls: active means growth percent below 10; inactive means the rest.

Every second line gives: NCI-H226	NCI-H322M	NCI-H522	COLO 205	IGROV1	NCI-H23	KM12	NCI/ADR-RES	NCI-H460
C=C(C)[C@@H]1CC[C@]2(C(=O)N3CCN(C)CC3)CC[C@]3(C)[C@H](CC[C@@H]4[C@@]5(C)Cc6c([nH]c7ccccc67)C(C)(C)[C@@H]5CC[C@]43C)[C@@H]12
  88	100	84	96	86	94	86	81	83
O=C(O)CNC(CO)(CO)CO
  107	129	94	108	123	86	97	98	116
CCCCCCn1c(O)c(N=Nc2nc(-c3cc4ccccc4oc3=O)cs2)c2cc(Br)ccc21
  105	101	103	152	113	109	117	105	118
c1coc(-c2cc3nc(N4CCOCC4)nc(-c4ccco4)n3n2)c1
  105	102	89	117	98	97	93	99	100
COc1cc(NC(=O)SC2=NCCS2)cc(OC)c1
  99	110	86	109	139	95	106	99	101
COc1ccccc1NC(=O)c1cc2cc(Br)ccc2cc1O
  8.5*	23	-24*	51	-46*	4.5*	9.9*	5.1*	2.1*
Cl/N=C1/C=CC=C/C1=N/Cl
  81	78	/	93	68	94	113	102	100
O=C(NCc1ccco1)Nc1c(Cl)cc(Cl)cc1Cl
  100	106	/	107	105	104	104	101	103
COc1ccc2cc(C(=O)c3coc4ccc(O)cc34)ccc2c1
  104	96	73	101	85	96	90	100	105
COc1cc2ncnc(-n3ncc4cc(NC(=O)Nc5ccccc5)ccc43)c2cc1OC
  -14*	31	20	/	5.9*	3.1*	4.6*	39	27
O=C(O)C1(NO)CCCCC1
  115	92	110	124	130	104	109	120	110
C[C@@H](Nc1c(C#N)cnc2ccc(-c3cnc(N)nc3)cc12)c1ccccc1
  19	-6.5*	-2.4*	17	-33*	/	19	23	13
CCC/C=C(/C(C)=O)C(=O)OCC
  96	110	111	113	126	107	102	107	114
Cl.Fc1c[c-]c(-c2ccccn2)c(F)c1.[Pt].c1ccc(P(c2ccccc2)C([PH+](c2ccccc2)c2ccccc2)[PH+](c2ccccc2)c2ccccc2)cc1
  13	21	12	/	19	5.5*	11	84	7.5*
CCOC(=O)c1c(NCC(=O)Nc2ccc([N+](=O)[O-])cc2Cl)sc2c1CCCC2
  101	95	89	112	90	89	95	89	98
COC1=CC(c2ccc[nH]2)=N/C1=C\c1[nH]c(C)c(C)c1CCC(=O)OCc1ccccc1
  -2.2*	54	-39*	-65*	0.2*	-9.5*	-21*	-0.6*	19
CCOC(=O)CCC(=O)O[C@H]1[C@H](O[C@@H]2[C@@H](C)[C@H](O[C@H]3C[C@@](C)(OC)[C@@H](O)[C@H](C)O3)[C@@H](C)C(=O)O[C@H](CC)[C@@](C)(O)[C@H](O)[C@@H](C)C(=O)[C@H](C)C[C@@]2(C)O)O[C@H](C)C[C@@H]1N(C)C
  97	90	93	109	93	100	111	108	119
CCCCCCC(C)OC(=O)c1ccccc1C(=O)O (stereo not drawn)
  98	102	84	111	/	96	100	100	105
Cc1ccc(Nc2ccc3c4c(cc(=O)n3C)-c3ccccc3C(=O)c24)c(S(=O)(=O)O)c1
  117	95	86	108	105	106	100	108	116
CCOC(=O)c1cc(C(=O)c2ccc(Br)cc2)n2ccc(OC)cc12
  77	95	92	/	105	91	100	88	84

An excerpt of these results, in CSV form:
SMILES,NCI-H226,NCI-H322M,NCI-H522,COLO 205,IGROV1,NCI-H23,KM12,NCI/ADR-RES,NCI-H460
COC1=CC(c2ccc[nH]2)=N/C1=C\c1[nH]c(C)c(C)c1CCC(=O)OCc1ccccc1,-2.2*,54,-39*,-65*,0.2*,-9.5*,-21*,-0.6*,19
CCOC(=O)c1cc(C(=O)c2ccc(Br)cc2)n2ccc(OC)cc12,77,95,92,/,105,91,100,88,84
CCOC(=O)CCC(=O)O[C@H]1[C@H](O[C@@H]2[C@@H](C)[C@H](O[C@H]3C[C@@](C)(OC)[C@@H](O)[C@H](C)O3)[C@@H](C)C(=O)O[C@H](CC)[C@@](C)(O)[C@H](O)[C@@H](C)C(=O)[C@H](C)C[C@@]2(C)O)O[C@H](C)C[C@@H]1N(C)C,97,90,93,109,93,100,111,108,119
CCC/C=C(/C(C)=O)C(=O)OCC,96,110,111,113,126,107,102,107,114
O=C(O)C1(NO)CCCCC1,115,92,110,124,130,104,109,120,110

Whole records, looked up by structure. Order of values: NCI-H226 | NCI-H322M | NCI-H522 | COLO 205 | IGROV1 | NCI-H23 | KM12 | NCI/ADR-RES | NCI-H460
O=C(O)C1(NO)CCCCC1 in the list: 115 | 92 | 110 | 124 | 130 | 104 | 109 | 120 | 110
Cc1ccc(Nc2ccc3c4c(cc(=O)n3C)-c3ccccc3C(=O)c24)c(S(=O)(=O)O)c1 in the list: 117 | 95 | 86 | 108 | 105 | 106 | 100 | 108 | 116

(list continues)
Every second line gives: NCI-H226	NCI-H322M	NCI-H522	COLO 205	IGROV1	NCI-H23	KM12	NCI/ADR-RES	NCI-H460
N=C1CC(=O)NN1C(=O)CSc1nc2sc3c(c2c(=O)n1-c1ccc(Cl)cc1)CCCC3
  103	103	102	123	95	/	104	115	101
O=C(O)COc1ccc(-c2ccccc2)cc1
  /	/	96	117	105	102	103	102	115
COc1ccc(-c2cc(-c3nnc(SC/C(=N\O)c4ccccc4)n3-c3ccccc3)c3ccccc3n2)cc1
  96	101	87	91	105	95	99	104	104
CN1CCN(C)Cc2ccccc2C2=NN=C(O2)c2cccc(n2)C2=NN=C(O2)c2ccccc2CN(C)CC1
  57	55	78	60	39	71	18	48	29
COc1ccc(-c2ncnc3c2ncn3CC#CCCl)cc1
  57	92	49	80	46	59	73	56	68
Oc1ccc(-c2ccccc2)cc1Cl
  105	95	/	100	103	102	106	111	105
CNC(=O)c1cc(Oc2ccc3nc(NC(=O)c4cc(F)cc(F)c4)sc3c2)ccn1
  82	90	76	123	96	/	87	80	75
O=C1NC(=Nc2ccc(O)cc2)S/C1=C\c1cccs1
  57	35	15	105	38	47	14	32	3.6*
Cn1cnc2cc(CN3CCC(OCc4ccc(F)c(F)c4)CC3)ccc21
  97	90	93	100	110	/	99	101	88
COc1c(O)cc2oc3cc(O)c(CC=C(C)C)c(O)c3c(=O)c2c1C/C=C(\C)CCC=C(C)C
  105	90	/	82	81	33	25	-39*	34
COc1ccccc1N=NNc1ccc(S(=O)(=O)NC(C)=O)cc1
  84	90	/	87	95	98	102	105	102
CC(C)N(C(N)=O)c1ccc2c(c1)OCO2
  97	107	111	104	117	112	/	111	105
CCNS(=O)(=O)c1ccc(Cl)cc1
  104	/	93	101	96	95	101	98	109
Cn1c(=O)n(C)c2ccccc21
  97	109	106	105	119	100	113	106	111
N#Cc1c(NN)nc(=S)[nH]c1-c1cccs1
  87	97	83	93	91	98	93	102	112
O=C(c1ccccc1)C1C(c2ccccc2)C1[N+](=O)[O-] (stereo not drawn)
  104	102	126	111	91	104	102	102	103
Clc1ccc(Nc2nc(Nc3ccccc3)nc(Nc3ccc(-c4cc(-c5ccc(Cl)cc5)on4)cc3)n2)cc1
  /	78	26	70	35	72	57	51	7.2*
O[C@H]1CO[C@H]2[C@@H]1OC[C@@H]2Oc1ccc(Nc2ncc(F)c(Nc3ccc(O[C@H]4CO[C@H]5[C@@H]4OC[C@@H]5O)c(Cl)c3)n2)cc1Cl
  100	95	95	129	94	99	102	104	114
O=C1/C(=C/c2ccccc2O)N=C2SCCCN12
  97	97	80	100	91	81	90	100	103
Cc1ccc(S(=O)(=O)OCC2CC=CCC2COS(=O)(=O)c2ccc(C)cc2)cc1 (stereo not drawn)
  79	100	77	108	101	85	92	85	90
O=c1oc2cc(N3CCOCC3)ccc2cc1-c1nc2ccccc2[nH]1
  85	102	94	102	104	99	104	101	101
C/C=C(\C)C(=O)O[C@@H]1C2C(=O)[C@@](C)([C@@H]([C@@H](O)C(=O)OC)C1(C)C)[C@H]1CC[C@]3(C)C(CC(=O)O[C@H]3c3ccoc3)[C@]13OC23 (stereo partly drawn)
  94	89	78	108	94	100	96	100	102
O=C1CC(c2ccccc2)c2ccc(O)cc2O1 (stereo not drawn)
  99	100	96	126	96	88	102	94	118
CCc1ccc(OCc2cn(CC(=O)Nc3nc4ccccc4s3)nn2)cc1
  102	/	90	106	96	97	105	103	102
CCCCOc1ccc(/C=N/Nc2cc(C)nc3ccc(Cl)cc23)cc1
  89	52	-25*	-67*	-72*	60	-77*	59	-63*
CCNC(=O)Nc1ccc2c(ccn2C(=O)c2cccc(F)c2)c1
  92	91	91	104	106	92	97	97	102
Cc1ccc(Nc2cccc3ccccc23)cc1
  90	83	68	101	73	84	59	78	103
CC1=C(C)C(=O)C(Nc2cccc(C)c2)=C(Br)C1=O
  92	98	95	126	84	85	105	98	103
CCCNNC(=O)/C=C/c1ccc(CNCCc2c(C)[nH]c3ccccc23)cc1
  34[2.5 µM]	16[2.5 µM]	20[2.5 µM]	-56*[2.5 µM]	9.1*[2.5 µM]	39[2.5 µM]	29[2.5 µM]	50[2.5 µM]	24[2.5 µM]
COc1ccc(Cn2c(C)cc3c2CSCC3=O)cc1
  100[100 µM]	85[100 µM]	75[100 µM]	95[100 µM]	78[100 µM]	60[100 µM]	55[100 µM]	62[100 µM]	75[100 µM]
C#CCOc1ccc(C(Nc2ccccc2F)c2nnnn2C2CCCCC2)cc1 (stereo not drawn)
  95	96	81	105	82	95	97	83	99
O=C(O)CCNC(=O)c1nc(-c2ccccc2)n(-c2ccc([N+](=O)[O-])cc2)n1
  94	100	90	126	108	104	101	107	103
COc1ccc(-c2cn3ccnc3c(-c3ccc4ncn(C5CCCCC5)c4c3)n2)cc1
  64	69	-21*	-8.0*	47	38	17	13	8.9*
COc1ccc(/C=c2\c(=O)n(-c3ccccc3)c3nnc(N4NC5=C(CCc6ccccc65)C4c4ccc(Cl)cc4)n23)cc1 (stereo not drawn)
  73	87	69	121	77	89	81	93	97
Nc1[nH]c(=O)[nH]c(=O)c1NCc1ccccc1
  87	106	131	109	115	106	104	107	107
COc1ccc(/C(=C2\O[C@@H]([C@H]3COC(C)(C)O3)[C@H]3OC(C)(C)O[C@@H]23)c2cc(OC)c(OC)c(OC)c2)cc1O
  108	35	43	121	/	72	27	10	79
CC(C)(CO)CN1CCCC1
  107	/	111	104	103	/	105	102	109
CN(C)c1ccc(N=Cc2cc[n+](C)cc2)cc1
  95	105	66	171	97	82	115	90	159
O=C(/C(=N\Nc1ccc([N+](=O)[O-])cc1)c1ccccc1)c1ccccc1
  96	89	69	99	82	82	90	93	90
COc1ccc(OC)cc1
  94	101	96	/	101	94	104	/	107
CC(C)(C)CC(C)(C)c1ccc(OCCOCC[N+](C)(C)CC(=O)[O-])cc1
  105	111	103	105	100	108	112	111	110
CCCNC(=O)CCCNc1ncnc2c1ncn2-c1cccc(C(C)O)c1 (stereo not drawn)
  88	113	97	97	106	108	102	106	102
CCOC(=O)c1ccc2c(c1)[n+](=O)c(C(=O)C1CCCS1)c(C(F)(F)F)n2[O-] (stereo not drawn)
  -55*	-88*	-83*	-85*	-60*	-87*	-90*	-70*	-74*
COc1ccc(Cn2c(C)nc3c([N+](=O)[O-])cccc32)cc1
  67	101	72	101	88	58	89	77	86
CC(C)(C)C1CCC(O)(Cc2ccccc2)CC1 (stereo not drawn)
  99	108	47	106	/	102	99	106	103
NC(N)=N/N=C(/c1ccccc1)c1ccc(N)cc1
  90	91	89	/	127	101	112	106	110
Cc1ccccc1N=C(N)Nc1ccccc1C (tested in a mixture with another compound)
  97	99	4.5*	85	63	95	65	79	76
O=C(NCCc1ccccc1)Nc1ccc2cc3ccc(NC(=O)NCCc4ccccc4)cc3nc2c1
  89	19	-11*	11	48	10	48	105	17
COC1(OC)C2C(Cl)=C(Cl)C1(Cl)C(Br)C2c1ccccc1 (stereo not drawn)
  93	94	38	97	97	80	70	83	93
Nc1ccc(CCc2ccccn2)cc1
  107	101	/	107	114	106	106	108	115

(more compounds)
Every second line gives: NCI-H226	NCI-H322M	NCI-H522	COLO 205	IGROV1	NCI-H23	KM12	NCI/ADR-RES	NCI-H460
CN(C)CCCOc1ccc(OCCCN(C)C)c2c1C(=O)c1ccccc1C2=O
  -5.5*	/	-49*	-58*	3.7*	-20*	6.9*	96	0.1*
O=[N+]([O-])c1ccc2nc(Cl)sc2c1
  105	100	68	90	97	98	99	97	113
CCOC(=O)/C=C/c1cccc([N+](=O)[O-])c1
  107	135	102	132	136	100	102	108	112
O=C(NC1CCCCC1c1ccccc1)c1ccccc1 (stereo not drawn)
  104	/	104	114	112	100	111	98	110
O=C1C(=O)N(CCCCn2cc(CO)nn2)c2ccccc21
  97	108	90	111	106	98	101	100	101
Cn1c2nc3ccccc3c-2cc2ccccc21
  53	4.3*	42	26	-11*	45	32	43	13
Fc1ccccc1-n1c(SCCc2c[nH]c3ccccc23)nnc1-c1ccncc1
  85	94	91	113	101	91	98	84	98
COc1ccc(C(=O)C2C(C#N)C(C#N)C3c4ccccc4C=CN23)cc1 (stereo not drawn)
  75	89	72	107	81	83	98	88	98
OCc1cnccc1NC1CCNC1 (stereo not drawn)
  96	93	/	101	108	97	103	98	105
S=c1[nH]ccs1
  99	149	105	98	124	103	101	105	101
Cc1ccc(S(=O)(=O)Nc2ccc(-c3cc(-c4ccccc4F)c(C#N)c(=O)[nH]3)cc2)cc1
  81	86	84	114	81	86	84	93	97
CC(C)CN1CC(C)C(=O)N(c2ccccc2)C1=S (stereo not drawn)
  102	110	90	99	95	98	106	99	104
COc1ccc(/C=C2\C(=O)N(C(=O)c3csc(NC(C)=O)n3)N=C2C)cc1
  104	97	85	99	96	102	102	105	105
